Screens from PubChem.
TexasRed autofl: qHTS Assay for Spectroscopic Profiling in Texas Red Spectral Region | Compound fluorescence, Texas Red channel, 547/618 nm; active compounds read high | AID 587, 2007 | 59,000 tested, 0.06% active | max dye-equivalent concentration, M; in the data active means max dye-equivalent concentration above about 10 nM; inconclusive means between about 1.1 nM and that limit
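Spectral interference profiling: each compound concentration's relative fluorescence, read with a 547 nm excitation and 618 nm emission filter pair, was normalized to a per-plate Texas Red standard curve.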
Luciferase inh: qHTS Assay for Inhibitors of Firefly Luciferase; purified firefly luciferase, luminescence, 8 min; Potency, µM (highest dose often 57.1 µM), without a hit: top-dose activity change, negative = inhibition, usual class: inhibitors; 72,000 tested, 2.2% active; active means well fitted inhibition curve with a large enough effect; inconclusive means small, poorly fitted or top-dose-only effect; further: potency means the concentration at half of the fitted maximal effect; on the % scale 0 is the no-effect control and ±100 the full control effect; nearly all actives have a fitted effect of over 40% in size
Target sequence (P08659 whole entry, looked up): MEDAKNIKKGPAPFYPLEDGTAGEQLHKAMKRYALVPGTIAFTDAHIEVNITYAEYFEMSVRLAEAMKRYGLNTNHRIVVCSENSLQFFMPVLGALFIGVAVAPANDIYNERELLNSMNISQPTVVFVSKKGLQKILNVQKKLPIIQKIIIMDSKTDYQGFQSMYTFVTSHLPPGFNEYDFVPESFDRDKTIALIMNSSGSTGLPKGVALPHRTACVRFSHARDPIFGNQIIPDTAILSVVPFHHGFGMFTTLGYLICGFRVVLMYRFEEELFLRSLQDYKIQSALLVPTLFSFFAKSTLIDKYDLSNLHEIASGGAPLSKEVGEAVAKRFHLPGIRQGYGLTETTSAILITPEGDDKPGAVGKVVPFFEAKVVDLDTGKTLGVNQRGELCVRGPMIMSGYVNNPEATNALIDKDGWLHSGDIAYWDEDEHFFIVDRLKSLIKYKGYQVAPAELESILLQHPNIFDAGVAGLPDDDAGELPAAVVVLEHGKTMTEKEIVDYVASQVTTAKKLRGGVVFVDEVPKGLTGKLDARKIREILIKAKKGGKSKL
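Titration-based qHTS; buffer 50 mM imidazole pH 7.2, 50 mM KCl, 7 mM MgCl2, 10 uM ATP, 0.01% Tween 20, 0.05% BSA; luciferase/luciferin detector mix added after compound; 8 min, ambient; luminescence.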
Rhodamine autofl: qHTS Assay for Spectroscopic Profiling in Rhodamine Spectral Region. Rhodamine-region fluorescence, 547/598 nm, Tris buffer; active compounds read high. max dye-equivalent concentration, M. 59,000 tested, 0.05% active. AID 594, 2007; in the data active means max dye-equivalent concentration above about 11 nM; inconclusive means between about 1.1 nM and that limit
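A six-point rhodamine series on each plate calibrates the signal. Compounds sit in 100 mM Tris (pH 8.0) for 15 min at ambient temperature before imaging through 547 nm/598 nm filters.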
Fluorescein autfl: qHTS Assay for Spectroscopic Profiling in Fluorescein Spectral Region. Compound autofluorescence, 480/540 nm, fluorescein-equivalent; active compounds read high. max fluorescein-equivalent concentration, M. 59,000 tested, 0.91% active. AID 593, 2007; in the data active means max fluorescein-equivalent concentration above about 10 nM; inconclusive means between about 1.1 nM and that limit
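Compounds (23 nL) in 100 mM Tris pH 8.0, 15 min at room temperature, then fluorescence read at 480 nm excitation/540 nm emission. Signal converted to fluorescein-equivalent concentration from an on-plate fluorescein standard curve.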
Starred values were filed as active, the others as inactive; i = inactive; ? = inconclusive; [ ] = dose if it differs, or a comment.

SMILES	TexasRed autofl	Luciferase inh	Rhodamine autofl	Fluorescein autfl
Cc1cc(=O)oc(C)c1C(=O)NCC(C)C	i	0%[25.5 µM]	i	?
Cc1ccc(C)n1Cc1ccc(C(=O)O)cc1	i	-2%[25.5 µM]	i	1.1e-08M*
CC(C)CCNC(=O)[C@H](CC(C)C)NC(=O)[C@H]1O[C@@H]1C(=O)O	i	1%[25.5 µM]	i	i
CC(Sc1ccc2ccccc2n1)C(=O)O (stereo not drawn)	i	1%[25.5 µM]	i	i
COc1ccc(/C(O)=C2\C(=O)C(=O)N(Cc3ccco3)C2c2cc(OC)ccc2OC)cc1 (stereo not drawn)	i	2%[25.5 µM]	i	i
Nc1ccc2oc3ncccc3c(=O)c2c1	i	-2%[25.5 µM]	i	i
O=C1CCc2nc3ccccc3c(=O)n2N1	i	1%[25.5 µM]	i	i
CCC1SC(N)=NC1=O (stereo not drawn)	i	1%[25.5 µM]	i	i
CC(C)OC(=O)c1sc2nc3c(cc2c1N)C(=O)CCC3	i	-1%[25.5 µM]	i	?
c1ccc2c(c1)NC(c1ccncc1)n1c-2nc2ccccc21 (stereo not drawn)	i	-29%[25.5 µM]	i	i
Cc1cc(-c2cc(-c3ccc(Cl)cc3)nc(N)c2C#N)co1	i	-3%[25.5 µM]	i	?
CNC(=O)CC(C(=O)O)c1ccc(OC(C)C)cc1 (stereo not drawn)	i	2%[25.5 µM]	i	i
CCOc1cccc(-c2nnc3sc(-c4cccs4)nn23)c1	i	1%[25.5 µM]	i	?
CC1(C)CC(=O)C=C(NCCO)C1	i	0%[25.5 µM]	i	i
COc1cc(-c2nn3c(C4CCCCC4)nnc3s2)cc(OC)c1OC	i	1%[25.5 µM]	i	i
Cc1cc(C)nc(NC(=O)c2ccc(OC(C)C)cc2)n1	i	-6%[25.5 µM]	i	?
COCCCNC(=O)c1c(N)n(/N=C/c2cccnc2)c2nc3ccccc3nc12	i	3%[25.5 µM]	i	i
CCCCCCOC(=O)CCn1[nH]c(=O)c2ccccc2c1=O	i	1%[25.5 µM]	i	i
COc1ccc(C(=O)N/C(N)=N/c2nc3ccccc3o2)cc1	i	0%[25.5 µM]	i	i
N#Cc1c(N2CCOCC2)nc(N2CCCCC2)c2c1CCN(C1CCCCC1)C2	i	1%[25.5 µM]	i	?

An excerpt of these results, comma-delimited.
smiles,TexasRed autofl,Luciferase inh,Rhodamine autofl,Fluorescein autfl
Cc1cc(=O)oc(C)c1C(=O)NCC(C)C,i,0%[25.5 µM],i,?
Cc1ccc(C)n1Cc1ccc(C(=O)O)cc1,i,-2%[25.5 µM],i,1.1e-08M*
CC(C)CCNC(=O)[C@H](CC(C)C)NC(=O)[C@H]1O[C@@H]1C(=O)O,i,1%[25.5 µM],i,i
CC(Sc1ccc2ccccc2n1)C(=O)O (stereo not drawn),i,1%[25.5 µM],i,i
COc1ccc(/C(O)=C2\C(=O)C(=O)N(Cc3ccco3)C2c2cc(OC)ccc2OC)cc1 (stereo not drawn),i,2%[25.5 µM],i,i
Nc1ccc2oc3ncccc3c(=O)c2c1,i,-2%[25.5 µM],i,i
O=C1CCc2nc3ccccc3c(=O)n2N1,i,1%[25.5 µM],i,i
CCC1SC(N)=NC1=O (stereo not drawn),i,1%[25.5 µM],i,i
CC(C)OC(=O)c1sc2nc3c(cc2c1N)C(=O)CCC3,i,-1%[25.5 µM],i,?
c1ccc2c(c1)NC(c1ccncc1)n1c-2nc2ccccc21 (stereo not drawn),i,-29%[25.5 µM],i,i
Cc1cc(-c2cc(-c3ccc(Cl)cc3)nc(N)c2C#N)co1,i,-3%[25.5 µM],i,?
CNC(=O)CC(C(=O)O)c1ccc(OC(C)C)cc1 (stereo not drawn),i,2%[25.5 µM],i,i
CCOc1cccc(-c2nnc3sc(-c4cccs4)nn23)c1,i,1%[25.5 µM],i,?
CC1(C)CC(=O)C=C(NCCO)C1,i,0%[25.5 µM],i,i
COc1cc(-c2nn3c(C4CCCCC4)nnc3s2)cc(OC)c1OC,i,1%[25.5 µM],i,i
Cc1cc(C)nc(NC(=O)c2ccc(OC(C)C)cc2)n1,i,-6%[25.5 µM],i,?
COCCCNC(=O)c1c(N)n(/N=C/c2cccnc2)c2nc3ccccc3nc12,i,3%[25.5 µM],i,i
CCCCCCOC(=O)CCn1[nH]c(=O)c2ccccc2c1=O,i,1%[25.5 µM],i,i
COc1ccc(C(=O)N/C(N)=N/c2nc3ccccc3o2)cc1,i,0%[25.5 µM],i,i

Following part:
SMILES	TexasRed autofl	Luciferase inh	Rhodamine autofl	Fluorescein autfl
COc1cccc(C2/C(=C(\O)c3ccc(OC)c(OC)c3)C(=O)C(=O)N2c2cc(C)on2)c1 (stereo not drawn)	i	1%[25.5 µM]	i	?
CCCCCOC(=O)Cc1c(C)nc(-c2ccccc2)[nH]c1=O	i	2%[25.5 µM]	i	i
CCn1c(SCC(=O)NC2CCCCC2C)nnc1-c1ccc(OC)cc1 (stereo not drawn)	i	-1%[25.5 µM]	i	i
Cc1c(C)c2cc(Cl)c(O)c(CN3CCCCC3)c2oc1=O	i	1%[25.5 µM]	i	i
CN(C)C(=O)COn1c(SCC(=O)N(C)C)nc2ccccc2c1=O	i	2%[25.5 µM]	i	i
CC1(C)Cc2c(sc3nc4n(c(=N)c23)CCC4)CO1	i	3%[25.5 µM]	i	i
COCCOC(=O)C1=C(C)NC(SCC(=O)NC(C)(C)C)=C(C#N)C1c1ccco1 (stereo not drawn)	i	-1%[25.5 µM]	i	i
COc1ccc(/C(O)=C2/C(=O)C(=O)N(Cc3ccco3)C2c2cccs2)cc1 (stereo not drawn)	i	0%[25.5 µM]	i	i
COc1cccc(C(=O)N2CCN(Cc3ccccn3)CC2)c1OC	i	-1%[25.5 µM]	i	?
CC1(C)Cc2c(sc3ncn4nc(-c5ccco5)nc4c23)CO1	i	-4%[25.5 µM]	i	i
CCCOc1ccc(/C(O)=C2/C(=O)C(=O)N(CCCN3CCOCC3)C2c2ccncc2)cc1 (stereo not drawn)	i	1%[25.5 µM]	i	i
CCCc1cc(=O)oc2c(CN3CCCC3)c(O)ccc12	?	1%[25.5 µM]	i	i
CC(=O)N1CCN(c2nc(CC(C)C)c3c(c2C#N)CCC3)CC1	i	4%[25.5 µM]	i	?
COC(=O)CC1=NC(=O)CS1	i	2%[25.5 µM]	i	?
CC1(C)Cc2c(C#N)c(SCC(=O)c3ccccc3)nc(N3CCOCC3)c2CS1	i	-1%[25.5 µM]	i	i
O=C(CN1C(=O)c2ccccc2S1(=O)=O)c1ccccc1	i	-26%[25.5 µM]	i	?
COc1cccc(-c2nn3c(-c4ccccn4)nnc3s2)c1	i	-3%[25.5 µM]	i	i
COc1ccc(C2/C(=C(/O)c3cnn(-c4ccccc4)c3C)C(=O)C(=O)N2CCN(C)C)cc1OC (stereo not drawn)	i	0%[25.5 µM]	i	i
O=C1c2ccccc2C(=O)N1c1ncccn1	i	1%[25.5 µM]	i	i
Cc1c(Cl)cccc1N1C(=O)C2ON(c3ccccc3)C(c3cccnc3)C2C1=O (stereo not drawn)	i	0%[25.5 µM]	i	i
CCCCc1nc(NCCNC(=O)c2ccco2)c(C#N)c2c1CSC(C)(C)C2	i	-2%[25.5 µM]	i	i
CC(NC(=O)OC(C)(C)C)C(=O)Oc1ccc2ccc(=O)oc2c1 (stereo not drawn)	i	1%[25.5 µM]	i	i
Cc1cccn2c(=O)c3cc(C(N)=S)c(=N)n(CCCOC(C)C)c3nc12	i	0%[25.5 µM]	i	i
COCCN(C(=O)Nc1ccccc1)c1ccccc1C	?	0%[25.5 µM]	i	i
CCOC(=O)c1c(N)sc2c1CCC1C(=O)N(C3CCCCC3)C(=O)C21 (stereo not drawn)	i	2%[25.5 µM]	i	?
COCCOC(=O)c1c(C)oc2ccc(OC(=O)COc3c(F)c(F)c(F)c(F)c3F)cc12	i	2%[25.5 µM]	i	i
CCOC(=O)CNS(=O)(=O)c1cc(-c2n[nH]c(=O)c3ccccc23)ccc1C	i	2%[25.5 µM]	i	i
COC(=O)c1[nH]c(C)c(/C(O)=C2\C(=O)C(=O)N(CCN3CCOCC3)C2c2ccccc2OC)c1C (stereo not drawn)	?	-1%[25.5 µM]	i	i
COc1ccc(-n2ncc3c(Nc4cccc(C)c4)ncnc32)cc1	i	0%[25.5 µM]	i	i
O=S(=O)(N[C@@H]1C[C@H]2CC[C@@H]1C2)c1cccs1	i	0%[25.5 µM]	i	?
O=C(Oc1oc(-c2ccco2)nc1C=Nc1ccccc1)c1ccoc1	i	-4%[25.5 µM]	i	i
CCOC(=O)c1sc(-n2[nH]c(C)cc2=O)nc1C	i	-3%[25.5 µM]	i	i
CN(C)c1nc(OCCNC(=O)Nc2ccccc2)nc(N(C)C)n1	i	1%[25.5 µM]	i	i
COc1cccc(NC(=O)CSC2=C(C#N)C(c3ccco3)C3=C(CCCC3=O)N2)c1 (stereo not drawn)	i	-3%[25.5 µM]	i	i
Cc1c(/C(O)=C2/C(=O)C(=O)N(CCN3CCOCC3)C2c2cccnc2)cnn1-c1ccccc1 (stereo not drawn)	i	2%[25.5 µM]	i	?
CCOC(=O)c1c(C)n(C)c2ccc(OC)c(NC(=O)CN3CCN(Cc4ccccc4)CC3)c12	i	3%[25.5 µM]	i	i
C=CCN(C(=O)CCC(=O)O)C1CC(=O)N(c2ccc(OC)cc2)C1=O (stereo not drawn)	i	0%[25.5 µM]	i	i
Nc1ccc2cn[nH]c2c1	i	0%[25.5 µM]	i	?
CCC(NC(=O)NC1=NCCS1)(C(F)(F)F)C(F)(F)F	i	2%[25.5 µM]	i	i
CC(O)Cn1ccccc1=N (stereo not drawn)	i	0%[25.5 µM]	i	i
COc1cc(C(=O)Nc2ccccn2)cc(OC)c1OC	i	1%[25.5 µM]	i	i
CCOC(=O)CSc1nc2sc3c(c2c(=O)[nH]1)CC(C)(C)OC3	i	-1%[25.5 µM]	i	i
Nn1c(SCC(=O)Nc2ccc3c(c2)OCCO3)nnc1C(F)(F)F	i	0%[25.5 µM]	i	i
CCCCOc1ccc(C(=O)Nc2ccc(N3CCN(C(C)=O)CC3)cc2)cc1	?	1%[25.5 µM]	i	?
N#CC1=C(N)C(C#N)(C#N)[C@H](c2ccncc2)[C@H]2CN(C(=O)OCc3ccccc3)CC=C12	i	-2%[25.5 µM]	i	?
S=c1[nH]nc(-c2ccco2)n1Cc1ccccc1	i	0%[25.5 µM]	i	?
N#Cc1ccc(-c2cccnc2)nc1SCC(=O)Nc1sc2c(c1C#N)CCC2	i	0%[25.5 µM]	i	?
Cn1c(=O)c2c(nc(Br)n2CCSc2nc3ccccc3o2)n(C)c1=O	i	2%[25.5 µM]	i	?
COc1ccc(C2/C(=C(/O)c3ccc(OC(C)C)cc3)C(=O)C(=O)N2CCCN2CCOCC2)cc1 (stereo not drawn)	i	1%[25.5 µM]	i	i
COc1ccc(-c2cc(-c3ccccc3)n3ncnc3n2)cc1	i	1%[25.5 µM]	i	i
CCCCCCn1c(SCCN2CCOCC2)nc2c1c(=O)[nH]c(=O)n2C	i	1%[25.5 µM]	i	i
CC(C)(C)NC(=O)/C=N/O	?	1%[25.5 µM]	i	i
O=C(c1coc(=O)c(Br)c1)N1CCOCC1	i	1%[25.5 µM]	i	?
CN1CC2(C)CN(C(c3ccccc3)c3ccccc3)CC(C)(C1)C2O (stereo not drawn)	i	-1%[25.5 µM]	i	i
Cc1nc(NS(=O)(=O)c2ccccc2)sc1NC(=O)OC(C)C	i	-1%[25.5 µM]	i	?
Clc1nc(-c2n[nH]nc2Cl)n[nH]1	i	0%[25.5 µM]	i	?
CCCn1nnc(NC(=O)c2cc(Br)cc(Br)c2OC)n1	i	1%[25.5 µM]	i	?
COc1ccc(OC)c2c1CCC2=O	i	2%[25.5 µM]	i	i
Cc1cc(C)n(CC2CC(=O)N(c3cc(Cl)cc(Cl)c3)C2=O)n1 (stereo not drawn)	i	5%[25.5 µM]	i	?
CN(C)c1ccc(C=Nc2cnn(C)c2C(N)=O)cc1	i	-18%[25.5 µM]	i	i
Cc1cccc(-c2nnc3n2N=C(c2ccc(Br)cc2)CS3)c1	i	2%[25.5 µM]	i	?

An excerpt from above, reduced to Fluorescein autfl and Luciferase inh:
| compound | Fluorescein autfl | Luciferase inh |
| --- | --- | --- |
| CN(C)c1ccc(C=Nc2cnn(C)c2C(N)=O)cc1 | i | -18%[25.5 µM] |
| CC(C)(C)NC(=O)/C=N/O | i | 1%[25.5 µM] |

This is a subset; rates above refer to the full screens.
